NCI-60 one-dose screen, 48 h, at 10 µM unless noted. Numbers give growth in % (100 = growth as untreated, 0 = no growth, -100 = all killed).
PC-3 – PC-3 prostate cancer cells; 80,000 tested, 3.9% active
OVCAR-3 – OVCAR-3 ovarian cancer; 79,000 tested, 7% active; AID 1794787
OVCAR-8 – OVCAR-8 ovarian cancer | 81,000 tested, 4.4% active
SF-295 – SF-295 CNS cancer cells; 79,000 tested, 5.6% active; AID 1794758
U251 – U251 CNS tumor cells. 80,000 tested, 5.4% active. AID 1794753
SNB-19 – SNB-19 CNS cancer cells. 81,000 tested, 2.5% active
SF-539 – SF-539 CNS cancer. 81,000 tested, 6.8% active
SF-268 – SF-268 CNS cancer cells; 82,000 tested, 3.1% active
DU-145 – DU-145 prostate cancer. 81,000 tested, 4.2% active. AID 1794760
Numbers without * were called inactive; . = not tested or not shown; [ ] = remark or other dose. Rule for the calls: active = growth percent below 10; inactive = the rest.

SMILES	PC-3	OVCAR-3	OVCAR-8	SF-295	U251	SNB-19	SF-539	SF-268	DU-145
O=C1CN2C(c3ccc(Cl)cc3)=CSC2=N1	101	105	96	80	94	100	95	100	102
CCOC(=O)/C(C#N)=C/c1ccccc1Br	100	105	110	107	.	102	108	98	112
COC(=O)[C@H](Cc1ccccc1)NC(=O)[C@]12CCC(C)(C)C[C@H]1C1=CC[C@@H]3[C@@]4(C)Cc5c([nH]c6ccccc56)C(C)(C)[C@@H]4CC[C@@]3(C)[C@]1(C)CC2	82	95	104	103	96	95	109	97	90
COc1cc(/C=C2/SC(=O)N(CC(=O)N3CCN(c4cc5c(cc4F)c(=O)c(C(=O)O)cn5C4CC4)CC3)C2=O)cc(OC)c1OC	103	109	94	97	100	98	99	104	109
CCCCOC(=O)Cc1ccc(OC)cc1	98	105	108	101	98	114	103	96	106
O=C(Oc1ccccc1)N1CCCCC1	90	111	109	81	103	105	102	104	111
CNC(=O)c1cc(Oc2ccc3c(c2)sc2nc(-c4ccc(NC(=O)Nc5ccc(Cl)c(C(F)(F)F)c5)cc4)cn23)ccn1	64	87	104	76	62	86	56	85	76
COC(=O)/C(CCC=C(C)C)=C1\[C@@H](OC(C)=O)C[C@@]2(C)[C@H]1C[C@@H](O)[C@H]1[C@@]3(C)CC[C@H](NCCCNCCCCNCCCN)[C@@H](C)[C@@H]3CC[C@@]12C	77	83	55	42	72	62	66	81	71
COC(=O)C(Cc1cn(C(C)=O)c2ccccc12)P(=O)(OC)OC (configuration not stated)	89	106	106	97	101	104	97	96	109
C[C@@H]1CC[C@@]2(C)C(C(=O)O)=CC=C[C@@H]2[C@@]1(C)CC(=O)c1ccoc1	92	115	107	101	108	101	101	103	108

The final 6 compounds of the section before lead into the next:
SMILES	PC-3	OVCAR-3	OVCAR-8	SF-295	U251	SNB-19	SF-539	SF-268	DU-145
CCCCOC(=O)Cc1ccc(OC)cc1	98	105	108	101	98	114	103	96	106
O=C(Oc1ccccc1)N1CCCCC1	90	111	109	81	103	105	102	104	111
CNC(=O)c1cc(Oc2ccc3c(c2)sc2nc(-c4ccc(NC(=O)Nc5ccc(Cl)c(C(F)(F)F)c5)cc4)cn23)ccn1	64	87	104	76	62	86	56	85	76
COC(=O)/C(CCC=C(C)C)=C1\[C@@H](OC(C)=O)C[C@@]2(C)[C@H]1C[C@@H](O)[C@H]1[C@@]3(C)CC[C@H](NCCCNCCCCNCCCN)[C@@H](C)[C@@H]3CC[C@@]12C	77	83	55	42	72	62	66	81	71
COC(=O)C(Cc1cn(C(C)=O)c2ccccc12)P(=O)(OC)OC (configuration not stated)	89	106	106	97	101	104	97	96	109
C[C@@H]1CC[C@@]2(C)C(C(=O)O)=CC=C[C@@H]2[C@@]1(C)CC(=O)c1ccoc1	92	115	107	101	108	101	101	103	108
O=C(COc1ccc(Cl)cc1)Nc1ccc(-c2nc3ccccc3s2)c(Cl)c1	85	127	119	100	102	.	108	115	119
CO[C@H]1/C=C/O[C@@]2(C)Oc3c(C)c(O)c4c(O)c(c5c(nc6cc(C)ccn65)c4c3C2=O)NC(=O)/C(C)=C\C=C\[C@H](C)[C@H](O)[C@@H](C)C(O)[C@@H](C)[C@H](OC(C)=O)[C@@H]1C (some centres not stated)	90	104	98	102	98	100	105	102	114
COc1ccc(NC(=O)Cn2cnc3c(cc(-c4ccccc4)n3-c3ccccc3)c2=O)cc1	94	.	98	117	98	93	79	91	120
Cc1c(C(=O)NCCc2ccc(N3CCCC3)cc2)[nH]c2ccc(Cl)cc2c1=O	91	111	98	99	97	100	102	106	117
COc1cc2oc(-c3cccc(NC(=O)c4cc(N)ccc4Br)c3)cc(=O)c2c(OC)c1OC	82	102	71	86	93	96	90	95	95
CCc1c2c(c(C)c3c1oc1cc(OC)ccc13)C(=O)N(N)C2=O	94	117	102	101	105	93	88	101	107
COc1ccc(C(=O)n2nc(-c3cccnc3)nc2N)cc1OC	92	102	104	98	95	99	101	91	104
O=C(/C(=C/c1cccc(Cl)c1)c1ccccc1)c1ccccc1	90	99	77	105	88	91	102	97	100
Nc1c(-c2nc3ccccc3c(=O)[nH]2)nnn1-c1ccc(Cl)cc1	85	89	56	74	75	76	51	67	77
C=C(C)[C@@H]1CC[C@]2(C(=O)NCCCCCCN(CCC#N)CCC#N)CC[C@]3(C)[C@H](CC[C@@H]4[C@@]5(C)CC[C@H](OCCC#N)C(C)(C)[C@@H]5CC[C@]43C)[C@@H]12	47[100 µM]	72[100 µM]	84[100 µM]	86[100 µM]	52[100 µM]	75[100 µM]	82[100 µM]	83[100 µM]	76[100 µM]
CC1(c2ccncc2)OCCO1	96	115	103	95	106	113	113	108	116
NC(=O)C1(Nc2ccc(-c3ccccc3)cc2)CCCC1	96	103	105	94	113	90	85	98	107
CNc1ccccc1N	88	100	86	107	101	98	90	94	106
CC(=O)n1cc(-c2c[nH]c3ccccc23)c(-c2ccc(Cl)cc2)n1	82	90	97	75	75	112	82	87	96
CCCCCCC(C(=O)OCC)C(=O)OCC	100	111	114	.	101	110	105	103	110
CC(C)C1CCC(OC(=O)c2ccccc2Cl)CC1 (configuration not stated)	94	114	108	101	103	110	98	101	104
CC(C)(c1ccc(N)cc1)c1ccc(N)cc1	98	106	106	93	103	102	101	96	105
COc1cc(O)c2c(=O)c(OC)c(-c3ccccc3)oc2c1	90	93	.	112	88	81	88	89	104
c1ccc(-c2cc(-c3nnc(SCCN4CCOCC4)n3-c3ccccc3)c3ccccc3n2)cc1	102	101	97	99	101	98	107	88	106
COC(=O)c1cc2ccccc2c([N+](=O)[O-])c1O	98	120	101	100	100	102	103	107	115
CC1=C(C(=O)OC(C)C)C(c2ccc3c(c2)OCO3)NC(=S)N1 (configuration not stated)	86	121	102	96	102	95	99	103	109
CCCCCCNCc1cc(C(C)(C)C)cc(CNCCCCCC)c1O	6.8*	-87*	-80*	29	-88*	9.1*	-90*	9.7*	-79*
COc1ccc(-c2cn3ccnc3c(NCCn3cc(COc4ccc5c(C)cc(=O)oc5c4)nn3)n2)cc1	75	102	66	96	87	95	108	97	103
Nc1ccc(Nc2ccccc2)c(N)c1	77	76	94	102	96	102	112	104	107
COc1cc(O)cc(C)c1C(=O)O[C@@H]1[C@@H](CO)OC(n2ccc(=O)n(C)c2=O)[C@@H]1OC(C)=O (some centres not stated)	73	108	107	89	100	97	97	103	111
C#CCOC(=O)/C=C/c1cn(-c2ccccc2)nc1-c1ccc(Cl)cc1	93	105	95	93	90	93	99	93	103
N#C/C(=C\c1ccc(Cl)c([N+](=O)[O-])c1)C(N)=O	100	106	91	97	73	96	102	100	88
Nc1nc2c([nH]c(=S)n2[C@@H]2O[C@H](CO)[C@@H](O)[C@H]2O)c(=O)[nH]1	100	104	104	.	101	104	103	97	110
Cc1nc(C)c(CN2CCn3c(nnc3C(F)(F)F)C2)s1	103	113	103	100	98	99	101	104	112
COc1ccc2c(c1)C(=O)/C(=C/c1ccc(OCC(=O)c3ccc(Cl)cc3)cc1)O2	51	84	85	74	81	101	96	108	104
CCCCN(C(=O)CCl)c1ccccc1	86	102	92	105	91	104	110	95	102
CCCCCCCCCCCCCCCCNC(=O)Nc1ccc2ccccc2c1	92	116	104	106	105	97	106	126	126
Cc1cc2nc3c4cc(Cl)ccc4n(CC(=S)NCCN(C)C)c3nc2cc1C	-30*	-47*	-67*	-50*	-55*	4.9*	-94*	27	-52*
O=C1CCCCC1CO (configuration not stated)	93	108	96	104	94	103	98	102	103
O=c1cc(Cn2cc(CSc3nc4ccccc4o3)nn2)c2ccccc2o1	111	120	110	108	105	108	104	98	113
Oc1ccc(CCc2ccccn2)cc1	102	108	100	110	.	97	99	95	105
OCCOCCOCCN1CCN(C(c2ccccc2)c2ccc(Cl)cc2)CC1 (configuration not stated)	.	105	97	88	98	.	103	103	107
CCCc1nn2c(-c3ccccc3)nnc2o1	108	123	108	117	106	112	105	.	109
O=C(O)c1cn(C2CC2)c2cc(N3CCN(C(=O)CN4C(=O)S/C(=C\c5ccc([N+](=O)[O-])cc5)C4=O)CC3)c(F)cc2c1=O	100	117	106	101	112	99	99	87	97
CCOC(=O)c1c(-c2ccccc2)n(-c2ccc(Br)cc2)c2cccc(O)c12	85	95	.	87	97	91	106	90	106
CCOC(=O)N/N=C/c1ccc(N(C)C)cc1	102	112	106	105	101	100	105	109	116
NC(=O)SCC(=O)NNc1ccccc1	86	107	94	95	88	108	103	93	100
NC1=NN(c2ccccc2)C(=O)/C1=C\n1c(=S)[nH]c2ccccc21	92	104	107	106	101	109	109	96	108
Cc1[nH]c(=O)c(C#N)c2c1CCCC2	96	.	104	105	104	102	97	106	110
COc1ccc(Cc2noc(-c3cc(OC)c(OC)c(OC)c3)n2)cc1	97	.	96	98	97	99	102	.	.
ClC1=NC(Cl)C(Cl)=N/C1=N\c1ncn[nH]1 (configuration not stated)	20	-82*	-1.2*	101	-50*	111	68	34	-79*
CC(CNc1nc(Nc2ccc(Cl)c(Cl)c2)nc(C(Cl)(Cl)Cl)n1)N(C)C (configuration not stated)	-40*	-68*	-51*	.	-83*	-1.1*	16	12	5.4*
O=C(/C=C\c1ccc(O)c(O)c1)c1ccccc1O	77	74	69	100	69	81	59	69	94
CN1CCN(CC(=O)N(C)c2ccc(N=C(c3ccccc3)c3c(O)[nH]c4ccc([N+](=O)[O-])cc34)cc2)CC1	48	74	80	54	73	89	36	74	51
CCCCCCCCOC(=O)COc1ccc(Cl)cc1Cl	95	104	101	105	101	100	97	99	109
Additional records follow.
SMILES	PC-3	OVCAR-3	OVCAR-8	SF-295	U251	SNB-19	SF-539	SF-268	DU-145
N#C/C(=C\N1CCNC1=S)c1nc2ccccc2s1	94	99	101	102	98	114	97	94	107
Cc1ncsc1-c1ccc(CNC(=O)[C@@H]2C[C@@H](O)CN2C(=O)[C@@H](NC(=O)C2(F)CC2)C(C)(C)C)c(OCCOCCOCCOCCOc2nc(Nc3cc(S(C)(=O)=O)ccc3N[C@@H](c3cccc4c3OC(F)(F)O4)c3ncccc3Cl)nc(N3CCNCC3)n2)c1	72	89	98	101	66	65	70	66	69
COc1ccc(-c2cc(/C=C3\C(=O)Nc4cc(Cl)ccc43)[nH]n2)cc1	14	-3.0*	48	1.5*	40	49	4.5*	37	26
O=C(/C=C/c1cccc2ccccc12)OCc1ccc2cc1OCC#C/C=C\C#CCO2	102	113	95	113	94	112	104	109	121
C(=N\Nc1ncc(-c2cc3cc4c(cc3o2)OCO4)s1)/c1c[nH]c2ccccc12	1.9*	-44*	-12*	-41*	-10*	3.4*	-80*	-35*	-41*
COC(=O)c1nc(=S)[nH]c(C(=O)OC)c1C(=O)c1cccc(O)c1	106	120	118	99	108	99	101	107	115
N#CC(C(=N/O)/C(=N/O)C(C#N)c1ccc(Cl)cc1)c1ccc(Cl)cc1 (configuration not stated)	82	113	99	105	95	104	103	101	106
CCOC(=O)c1ccc(O)c(OC)c1	97	109	102	103	99	112	107	99	105
O=C1C=CC(=O)N1C(=O)NC(NC(=O)N1C(=O)C=CC1=O)c1ccc2c(c1)OCO2	94	127	106	.	106	97	103	113	118
CC(C)OC(=O)Nc1cc(F)ccc1F	100	.	100	98	100	96	92	103	110

Three records picked at random from those above:
SMILES	PC-3	OVCAR-3	OVCAR-8	SF-295	U251	SNB-19	SF-539	SF-268	DU-145
COc1ccc(C(=O)n2nc(-c3cccnc3)nc2N)cc1OC	92	102	104	98	95	99	101	91	104
NC(=O)C1(Nc2ccc(-c3ccccc3)cc2)CCCC1	96	103	105	94	113	90	85	98	107
O=C(/C=C/c1cccc2ccccc12)OCc1ccc2cc1OCC#C/C=C\C#CCO2	102	113	95	113	94	112	104	109	121

Other compounds follow:
SMILES	PC-3	OVCAR-3	OVCAR-8	SF-295	U251	SNB-19	SF-539	SF-268	DU-145
c1ccc(CSc2nnc(-c3cccnc3)o2)cc1	98	122	102	102	91	103	101	110	118
CCOC(=O)CN1C(=O)c2ccc(C(=O)c3ccc4c(c3)C(=O)N(CC(=O)OCC)C4=O)cc2C1=O	102	112	107	115	106	106	106	102	111
O=C(CSc1n[nH]c(-c2ccncc2)n1)c1ccc(Br)cc1	102	110	103	97	93	96	94	94	103
O=C(CNC(=O)OCc1ccccc1)NC(Cc1cnc[nH]1)C(=O)O (configuration not stated)	99	108	112	102	95	99	96	101	102
CC(C)Cn1cnc2c(=O)[nH]c(=O)[nH]c21	72	106	96	110	99	91	100	103	107
CN(N)c1nc2sc3c(c2c(=O)[nH]1)CCCC3	95	100	102	93	92	105	99	96	101
CCCCCCCCCSc1ccc(C(=O)O)cc1	98	118	104	96	100	94	100	101	121
O=C(NCc1ccccc1)C(O)C(Cc1ccccc1)N(Cc1ccccc1)Cc1ccccc1 (configuration not stated)	49	98	80	74	69	85	85	66	97
O=C1CSC(c2ccc(O)cc2)N1n1cnnc1 (configuration not stated)	98	107	109	100	107	102	106	95	106
Nc1nonc1-c1nc2ccccc2n1Cc1cc2c(cc1Br)OCO2	79	96	82	82	92	100	88	89	96
COc1cc(NCC(O)CN2CCC(C)CC2C)c2ncccc2c1 (configuration not stated)	83	77	78	94	75	95	96	86	97
CC(=O)NC(C)(C)C1(C)CCC(=O)N1 (configuration not stated)	95	104	107	93	108	105	95	101	114
O=c1[nH]nc(-c2ccccc2)c2sc(NC(=S)Nc3ccc(Cl)cc3)nc12	92	98	90	98	92	102	98	93	95
C=CCn1c(SCC(=O)Nc2ccc(OC)cc2)nnc1-c1cc(-c2ccc(Cl)cc2)nc2ccccc12	55	86	70	89	80	81	83	74	84
O=C1NC(=S)S/C1=C/c1cn(-c2ccccc2)nc1-c1ccc(Cl)cc1	86	89	80	77	80	79	90	84	94
CC/C=C\C/C=C\C/C=C\C/C=C\C/C=C\CCCC(=O)OCC	97	119	104	98	104	111	121	114	118

Bioassay records deposited in PubChem BioAssay by NCI.
